Bioassay records as filed in PubChem.
NCI-60 one-dose screen, 48 h, at 10 µM unless noted. Numbers give growth in % (100 = growth as untreated, 0 = no growth, -100 = all killed).
NCI/ADR-RES: NCI/ADR-RES ovarian cells | 81,000 compounds, 4.4% hits | AID 1794790
RXF 393: RXF 393 renal cancer cells. 77,000 compounds, 6.9% hits. AID 1794773
NCI-H23: NCI-H23 lung cancer; 80,000 compounds, 4% hits; AID 1794731
A498: A498 renal cancer cells | 76,000 compounds, 5.4% hits
NCI-H522: NCI-H522 lung cancer; 78,000 compounds, 8% hits
NCI-H226: NCI-H226 lung cancer | 79,000 compounds, 3.5% hits | AID 1794732
ACHN: ACHN renal cancer; 81,000 compounds, 4.9% hits
NCI-H460: NCI-H460 lung cancer; 82,000 compounds, 6.8% hits; AID 1794736
CAKI-1: CAKI-1 renal cancer; 75,000 compounds, 4.7% hits; AID 1794772
* hit, by the source's call; . = not tested or not shown; & = joins results of further samples. The calls were made as follows: active = growth percent below 10; inactive = the rest.

Compound	ACHN	NCI-H522	A498	NCI-H460	CAKI-1	NCI/ADR-RES	NCI-H226	NCI-H23	RXF 393
Clc1cccc(Nc2ncnc3ccc(-c4cncc(-n5cnnn5)c4)cc23)c1	28.9	49.2	-7.1*	81.6	24.3	76.4	73.0	80.0	48.4
CCCCOC(=O)C1C2CCC(O2)C1C(=O)OCC (stereo not given)	105.8	114.7	72.4	93.3	89.4	109.3	111.7	105.4	118.2
CCCCNC(=O)n1ncc2ccc([N+](=O)[O-])cc21	93.8	94.5	111.6	104.2	95.3	101.9	98.9	94.4	118.9
COc1cc(C(=O)Nc2ccc3c(c2)OCO3)cc2c1OCCO2	103.1	77.9	87.9	108.1	80.9	101.2	112.6	99.2	99.5
O=C(COc1ccc(Cl)cc1)Nc1ccc(-c2nc3ccccc3s2)c(Cl)c1	104.7	91.3	114.7	107.9	93.3	97.6	81.1	90.5	152.4
O=C(Cn1cnc2c(cc(-c3ccccc3)n2-c2ccccc2)c1=O)Nc1ccc(Cl)cc1	104.3	80.6	54.4	105.9	88.2	96.1	95.7	97.1	97.9
Cc1c(C(N)=O)sc2c1c(=O)n(Cc1ccccc1)c1nnc(-c3ccccc3Cl)n21	101.0	95.4	97.2	103.4	77.5	104.4	92.1	94.4	101.1
Cc1cccc(N2CCN(CC(O)COc3ccccc3)CC2)c1 (stereo not given)	100.4&102.5	88.6&98.1	95.3&114.5	108.1&118.5	95.6&95.9	97.2&101.9	90.8&96.0	98.7&102.2	96.8&109.5
CN(c1ccccc1)c1ccc2c(c1)OCCC21CC1Nc1cnccc1C(=O)O (stereo not given)	66.7	63.7	59.7	45.7	76.3	73.8	63.9	95.4	76.4
CC(C)C[C@H](NC(=O)[C@@H](Cc1ccccc1)n1ccc(Nc2ccccc2)cc1=O)B(O)O	20.9	-53.7*	-47.3*	8.9*	.	75.0	-72.0*	6.4*	-80.2*
CN1CCN(c2ccc(NC(=O)c3cncnc3Nc3ccc(OCc4ccccn4)c(Cl)c3)cc2)CC1	51.8	55.4	67.2	27.8	64.2	70.5	70.2	70.1	27.9
CO[C@H]1/C=C/O[C@@]2(C)Oc3c(C)c(O)c4c(O)c(c(/C=N/N5C(C)CN(Cc6ccc(C#N)cc6)CC5C)c(O)c4c3C2=O)NC(=O)/C(C)=C\C=C\[C@H](C)[C@H](O)[C@@H](C)[C@@H](O)[C@@H](C)[C@H](OC(C)=O)[C@@H]1C (stereo not given in full)	26.3	.	20.5	3.3*	39.1	40.1	49.5	11.5	43.7
CC1=NC(COC(=O)Nc2ccccc2)C(=O)N(CC(=O)NCCC(C)C)c2ccccc21 (stereo not given)	100.1	103.4	65.5	102.1	99.8	.	102.7	99.3	102.1
O=C(C[n+]1cccc2ccccc21)c1ccccc1	94.2	90.1	91.7	102.7	.	97.8	86.8	96.1	104.3
Cc1cccc(F)c1C	114.6	104.0	.	111.4	100.7	101.5	99.1	108.8	118.8
COc1ccc(-c2nn(-c3ccccc3)cc2-c2c3c(nn2-c2ccccc2)CC(C)(C)CC3=O)cc1	92.0	79.0	87.1	93.8	68.5	83.1	95.7	86.7	95.2
COC(=O)C1=CCC(n2cnc3c(N)ncnc32)O1 (stereo not given)	109.5	.	116.3	120.6	75.1	95.4	87.5	92.0	-7.7*
C/C(Cc1ccc(Cl)cc1)=C(\c1ccc(O)cc1)c1ccc(Cl)cc1	99.5	84.1	115.9	91.5	84.7	100.1	93.3	85.2	100.4
COc1cc2c(cc1OC)C1=NN(C(=O)Nc3ccc(C)cc3C)C(c3ccccc3Cl)C1C2 (stereo not given)	101.5	59.4	78.4	96.2	67.5	58.0	94.6	95.6	102.7
O=C(N/N=C/c1ccc2c(c1)CCC2)c1cc2ccccc2cc1O	92.7	85.7	99.6	70.1	83.7	93.8	86.3	94.4	105.7
O=C(Nc1ccc(-n2cc(-c3ccncc3)c(-c3ccc(O)c(Cl)c3)n2)cc1)Nc1ccc(Cl)c(Cl)c1	95.9	.	109.4	87.3	86.5	98.2	125.4	95.0	54.7
O=C1/C(=C/c2cc(-c3ccc4c(c3)OCO4)n[nH]2)CCc2ccccc21	94.5	83.1	111.6	99.9	76.5	92.8	93.6	78.3	108.0
CCCCCOc1ccc(OCCCN2CCN(C(=O)OCC)CC2)cc1	92.2	62.0	63.3	85.8	69.8	77.1	77.3	58.9	97.1
CC(=O)Oc1cccc(C(=O)O)c1	.	90.2	97.6	107.6	.	100.3	90.3	99.1	102.4
O=C(CNc1nc(-c2cccc([N+](=O)[O-])c2)cs1)Nc1ccccc1Cl	95.1	88.0	68.7	115.2	88.3	104.3	91.6	103.2	.
O=C1C(Cl)=C(Nc2ccc(O)cc2)C(=O)N1Cc1ccc(Cl)cc1	71.4	51.9	75.4	78.9	74.0	81.3	84.5	85.2	64.3
Nc1nc(N)c2c(n1)NC(c1ccc(F)cc1)CC(c1ccc(Nc3nc(NCCO)nc(N4CCOCC4)n3)cc1)=N2 (stereo not given)	97.4	88.8	89.4	105.3	99.4	108.8	86.7	96.4	81.2
NS(=O)(=O)N1CCCCC1	100.8	.	103.2	105.3	.	113.8	110.2	117.6	121.4
COc1ccc(-c2cc(-c3cccnc3)nc(SCC(=O)O)c2C#N)cc1OC	101.9	98.1	127.8	107.7	89.4	94.1	93.6	96.8	115.8
COc1cc([N+](=O)[O-])ccc1N=Nc1cc(S(=O)(=O)O)c2cccc(S(=O)(=O)O)c2c1O	104.8	89.9	91.0	97.2	96.6	104.2	89.7	87.4	85.0
CC(O)c1cc[cH-]c1.[Fe+2].c1cc[cH-]c1 (stereo not given)	89.8	.	103.3	114.0	88.0	102.0	91.2	102.4	95.6
COc1cccc([C@H]2c3[nH]c4ccccc4c3C[C@H]3C(=O)N(CCCCCCC(=O)NO)CC(=O)N23)c1	69.1	25.6	75.6	72.9	75.1	91.1	88.7	66.8	75.0

Shown field by field: four of the compounds above
CCCCNC(=O)n1ncc2ccc([N+](=O)[O-])cc21
  ACHN = 93.8	NCI-H522 = 94.5	A498 = 111.6	NCI-H460 = 104.2	CAKI-1 = 95.3	NCI/ADR-RES = 101.9	NCI-H226 = 98.9	NCI-H23 = 94.4	RXF 393 = 118.9
COc1cc(C(=O)Nc2ccc3c(c2)OCO3)cc2c1OCCO2
  ACHN = 103.1	NCI-H522 = 77.9	A498 = 87.9	NCI-H460 = 108.1	CAKI-1 = 80.9	NCI/ADR-RES = 101.2	NCI-H226 = 112.6	NCI-H23 = 99.2	RXF 393 = 99.5
O=C(COc1ccc(Cl)cc1)Nc1ccc(-c2nc3ccccc3s2)c(Cl)c1
  ACHN = 104.7	NCI-H522 = 91.3	A498 = 114.7	NCI-H460 = 107.9	CAKI-1 = 93.3	NCI/ADR-RES = 97.6	NCI-H226 = 81.1	NCI-H23 = 90.5	RXF 393 = 152.4
O=C(Cn1cnc2c(cc(-c3ccccc3)n2-c2ccccc2)c1=O)Nc1ccc(Cl)cc1
  ACHN = 104.3	NCI-H522 = 80.6	A498 = 54.4	NCI-H460 = 105.9	CAKI-1 = 88.2	NCI/ADR-RES = 96.1	NCI-H226 = 95.7	NCI-H23 = 97.1	RXF 393 = 97.9

Remaining list, next part:
Compound	ACHN	NCI-H522	A498	NCI-H460	CAKI-1	NCI/ADR-RES	NCI-H226	NCI-H23	RXF 393
O=C1Nc2ccc(OC(F)(F)F)cc2C12Nc1ccccc1S2 (stereo not given)	98.6	65.9	91.5	84.2	54.8	93.2	89.7	72.3	84.1
O=CNc1ccccc1	113.3	97.9	103.7	104.6	105.1	113.2	94.6	104.5	92.3
COc1ccc(C(C)c2cc(OC)c(OC)c(OC)c2)cc1 (stereo not given)	37.0	9.3*	15.7	5.0*	.	13.8	80.2	28.9	24.7
O=C(/C=C/C=C/c1ccc2c(c1)OCO2)N/N=C\c1ccc(O)cc1	98.2	77.2	.	94.2	74.9	99.9	93.3	91.4	113.7
COc1ccc2c(c1)C(=O)c1c-2c(OCCN(C)C)nc2cc(OC)c(OC)cc12	38.3	42.1	101.8	36.6	81.0	41.8	58.0	53.1	70.4
C(=C\c1ccccn1)/c1ccccn1	95.9	112.0	92.2	96.7	.	99.0	96.1	98.8	85.0
C=C(C)C(=O)Oc1ccc(N=Nc2ccc(C)cc2)ccc1=O	40.1	.	102.4	34.7	18.1	15.1	66.8	48.0	94.6
N[C@H](Cc1c[nH]c2ccccc12)C(=O)O	96.8	103.8	114.6	104.9	88.7	103.0	95.6	97.1	118.0
CCOC(=O)c1c(C)[nH]c(C(=O)CCC(=O)OC)c1C	.	72.5	118.7	110.1	.	97.9	95.8	98.3	111.7
N#C/C(=C\NC(=S)Nc1cc(Cl)ccc1Cl)c1nc2ccccc2s1	84.5	83.2	126.1	102.1	90.7	102.6	78.1	92.5	112.7
O=C(Nc1ccc(-c2n[nH]c(=S)o2)cc1)c1ccccn1	101.4	100.9	105.9	107.1	85.7	108.3	101.0	97.3	105.1
CCCn1c2cc(OCc3cn(-c4ccc(Cl)cc4)nn3)ccc2c2ccnc(C)c21	34.3	66.4	76.2	71.1	.	66.3	69.5	78.1	73.0
Cc1ccc(-c2csc(NC(=O)c3cc(-c4ccc(Br)cc4)nc4ccc(Cl)cc34)n2)cc1	87.4	84.6	.	99.4	84.2	90.5	69.4	74.6	98.6
O=c1[nH]c(CN2CCN(c3cccc(Cl)c3)CC2)nc2cc(Cl)ccc12	97.5	66.6	114.1	103.9	99.4	86.4	87.6	84.9	90.3
O=C(Nc1c(Cl)cccc1Cl)Oc1cccnc1	105.6	96.1	104.5	107.5	130.1	111.5	104.6	104.8	116.8
O=C(CSc1nnc2n1N=C(c1ccc(Cl)cc1)CS2)c1ccc(F)cc1	81.2	78.2	75.8	96.5	85.6	97.2	84.3	98.5	76.3
COc1ccccc1-c1c(-c2ccc(Cl)cc2)c2cc3c(cc2[nH]c1=O)OCCO3	70.5	62.4	86.8	66.3	54.9	72.3	84.0	72.8	.
COc1cc(/C=C/c2nc(Nc3ccc(Cl)cc3)c3ccccc3n2)ccc1O	99.8	82.1	103.6	109.1	83.0	101.9	90.5	92.8	.
O=CN1N=C(c2ccc(Cl)cc2)CC1c1cccc(Nc2ccnc3cc(C(F)(F)F)ccc23)c1 (stereo not given)	61.2	57.0	58.6	57.9	.	55.4	61.9	50.6	71.4
O=c1[nH]c(CNc2ccc(S(=O)(=O)Nc3ncccn3)cc2)nc2ccccc12	90.7	87.6	105.2	104.9	92.8	103.1	93.2	.	103.3
c1ccc(NCCNc2ccccc2)cc1	101.8	80.9	88.7	101.0	93.6	91.5	91.3	86.7	102.4
CC(C)(C)NC(=O)c1ccc(C(=O)NC(C)(C)C)cc1	101.8	107.8	153.8	108.7	111.7	103.6	121.2	103.5	109.0
Cn1c(SCC(=O)c2ccc(Cl)cc2)nc2ccccc2c1=O	93.4	87.4	100.5	99.6	85.0	98.2	82.3	88.2	104.7
CCCCCc1ccc(C)cc1OC(=O)CCl	105.0	102.9	104.9	103.6	91.7	111.3	103.9	113.3	103.2
O=C1/C(=C/c2ccc(-c3ccc(Br)cc3)o2)SC(=S)N1CCc1ccc(O)cc1	83.9	13.7	64.7	60.3	39.1	81.7	90.2	75.8	80.5
FC(F)(F)c1ccc2c(Nc3cccc(C4CC(c5ccc6c(c5)OCO6)=NN4c4cc(Cl)cc(Cl)c4)c3)ccnc2c1 (stereo not given)	93.2	90.7	107.0	97.5	.	100.0	87.4	96.0	93.0
CC(C)c1[nH]ncc1-c1nc2ccc3[nH]ncc3c2c2c1CCCC2	16.8	41.0	-12.7*	16.1	17.6	66.1	35.5	32.7	-8.2*
O=C(Nc1ccccc1Cl)c1cnc2ccc(C3CCNCC3)cn12	12.7	2.5*	36.6	86.4	-40.1*	90.5	65.0	95.0	36.5
COc1cc(CNC(=O)/C=C/c2ccccc2)ccc1OCc1cn(-c2cccc([N+](=O)[O-])c2)nn1	98.8	94.3	74.4	101.4	76.5	91.3	97.5	99.1	107.0
CS(=O)(=O)c1ccc(-c2[nH]c3ccc(F)cc3c2/C=N/NC(N)=O)cc1	95.4	90.5	92.5	103.8	85.6	97.9	94.5	97.8	106.8
CS(=O)(=O)c1ccc(-c2[nH]c3ccc(F)cc3c2/C=N/NC(N)=S)cc1	25.2	5.1*	17.0	3.5*	39.4	11.1	63.1	38.1	1.2*
O=C(O)CC/C(=N/O)c1ccccc1	98.8	89.7	79.2	105.8	96.8	99.9	105.1	95.6	127.0
Cc1cc(S(N)(=O)=O)c(N)c(S(N)(=O)=O)c1	102.0	99.7	105.4	131.2	116.0	109.7	92.5	99.3	38.9
C=C1[C@@]2(C)CC(C)=C[C@]1(C(=O)OC)[C@]1(C)CCC3C(C)(C)[C@@H](O)CC[C@]3(C)C1C2 (stereo not given in full)	100.7	81.1	96.7	100.1	77.8	100.8	84.0	95.3	100.5
Nc1cc([N+](=O)[O-])ccc1Cl	102.7	72.7	95.2	106.5	102.0	104.4	106.7	105.5	105.2
C=CCc1ccc(O)c(OC)c1	118.2&99.0	96.3&107.5	102.6&103.9	108.1&109.6	101.0&86.5	108.1&107.0	98.9&94.6	106.0&101.3	96.1&113.3
CN(Cc1ccccc1)N=Nc1ccccc1	101.2	94.5	117.0	109.8	98.0	110.9	112.8	98.1	111.6
O=c1[nH]cc(NS(=O)(=O)O)c(=O)[nH]1	98.1	104.7	102.1	100.4	101.7	106.7	.	101.0	106.0
